# Screening results from PubChem.
# EZH2 inh = inhibitors of human EZH2/PRC2 methyltransferase | Q15910 | PRC2 H3K27 methylation, DELFIA TRF, 1 h | inhibition, % at 12.5 µM | 0.35% of 57,000 active;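 active = mean inhibition of replicates at least 50% and every single replicate also reaching 50%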;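 note: dimethyl H3K27 on biotinylated H3 21-44 peptide detected by antibody; plate controls were median neutral control wells for no effect and median positive control wells for full effect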
# Target sequence (Q15910 whole entry, looked up): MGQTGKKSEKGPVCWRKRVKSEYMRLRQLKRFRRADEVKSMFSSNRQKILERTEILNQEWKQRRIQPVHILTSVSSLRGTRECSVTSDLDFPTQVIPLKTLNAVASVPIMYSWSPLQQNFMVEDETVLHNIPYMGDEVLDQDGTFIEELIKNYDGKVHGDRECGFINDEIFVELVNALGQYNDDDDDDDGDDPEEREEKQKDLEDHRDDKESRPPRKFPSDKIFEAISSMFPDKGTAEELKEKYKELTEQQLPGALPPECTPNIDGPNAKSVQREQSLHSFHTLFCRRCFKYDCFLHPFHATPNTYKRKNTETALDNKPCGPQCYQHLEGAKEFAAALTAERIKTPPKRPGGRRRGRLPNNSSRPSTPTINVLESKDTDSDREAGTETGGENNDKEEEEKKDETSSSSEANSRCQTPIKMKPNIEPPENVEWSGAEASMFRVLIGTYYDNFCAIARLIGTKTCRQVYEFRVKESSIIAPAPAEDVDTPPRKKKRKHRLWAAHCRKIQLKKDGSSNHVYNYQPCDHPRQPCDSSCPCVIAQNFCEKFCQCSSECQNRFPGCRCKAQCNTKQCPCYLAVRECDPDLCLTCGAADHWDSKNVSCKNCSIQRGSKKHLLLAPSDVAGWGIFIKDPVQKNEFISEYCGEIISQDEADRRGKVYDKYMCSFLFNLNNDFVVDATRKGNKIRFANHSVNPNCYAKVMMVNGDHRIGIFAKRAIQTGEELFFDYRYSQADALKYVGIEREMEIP
# IDH1 R132H inh = blocks human IDH1 R132H reductase activity; O75874; diaphorase/resazurin fluorescence, 60 min; inhibition, % at 10 µM; 0.18% of 70,000 active; AID 624101; in the data active = inhibition above about 34%;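 note: 0% = DMSO and 100% = no enzyme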
# * marks the source's active call; other numbers are inactive results; x = no result given; & = joins results of further samples. Some of the compounds tested; the hit share may differ from the screen's.
SMILES,EZH2 inh,IDH1 R132H inh
CC(C)NC(=O)N(C)C[C@@H]1OCCCC[C@H](C)Oc2ccc(NS(=O)(=O)c3ccccc3)cc2C(=O)N([C@H](C)CO)C[C@@H]1C,x,4.6
C[C@H](CO)N1C[C@H](C)[C@H](CN(C)Cc2ccccc2)OCc2cn(nn2)CCCC1=O,2.5,x
COCC(=O)N(C)C[C@H]1Oc2ncc(-c3cccc(OC)c3)cc2C(=O)N([C@H](C)CO)C[C@@H]1C,-3.2,-24.8
COc1ccccc1NC(=O)N[C@H]1CC[C@@H](CCNC(=O)Cc2ccccn2)O[C@@H]1CO,2.2,-0.2
C[C@@H]1CN([C@@H](C)CO)C(=O)c2cc(NC(=O)Nc3cccc4ccccc34)ccc2O[C@H]1CN(C)C(=O)Nc1cccc2ccccc12,x,-1.8
CCOC(=O)C(C)Sc1nc2ccc(I)cc2c(=O)n1-c1ccccc1OC (stereo unspecified),19.8,0.4
Cc1noc(C)c1NC(=O)N(C)C[C@H]1Oc2c(NC(=O)c3nc4ccccc4s3)cccc2C(=O)N([C@H](C)CO)C[C@@H]1C,x,-0.6
COc1ccc(NC(=O)N[C@H]2CC[C@@H](CCNC(=O)c3cc(Cl)cc(Cl)c3)O[C@H]2CO)cc1,-7.1,-0.1
O=C(NCc1ccco1)C1CC(c2ccc(Cl)c(Cl)c2)=NO1 (stereo unspecified),10.3,-0.2
COc1ccc(CN(C)C[C@H]2Oc3ccc(NC(=O)Nc4cccc5ccccc45)cc3CC(=O)N([C@@H](C)CO)C[C@H]2C)cc1,-1.7,x
C/C=C(C)\C=N\NC(=O)CCCCC(=O)NO,-7.9,0.8
Cc1ccc(-c2ccc3c(c2)O[C@@H](CN(C)CC2CC2)[C@@H](C)CN([C@H](C)CO)S3(=O)=O)cc1,-14.1,-1.9
C[C@@H]1CN([C@@H](C)CO)C(=O)c2cc(C3=CCCC3)cnc2O[C@H]1CN(C)C(=O)c1ccncc1,-15.4,x
Cc1noc(C)c1S(=O)(=O)Nc1ccc2c(c1)C(=O)N([C@H](C)CO)C[C@@H](C)[C@@H](CN(C)Cc1ccc(C(=O)O)cc1)O2,x,0.2
CC(C)N(C(=O)CSc1nc2ccc(Cl)cc2[nH]1)c1ccccc1,12.4,1.0
CC(=O)N(C)C[C@@H]1OCc2ccccc2-c2c(n(C)c3ccccc23)C(=O)N([C@H](C)CO)C[C@@H]1C,-11.0,0.0
C[C@@H]1CN([C@H](C)CO)C(=O)c2cccc(NC(=O)c3ccc(-c4nccs4)cc3)c2O[C@@H]1CN(C)C,x,-1.1
CCCNC(=O)C[C@H]1C[C@@H]2c3cc(NC(=O)CC4CC4)ccc3O[C@@H]2[C@H](CO)O1,-1.2,0.1
C[C@@H]1CN([C@@H](C)CO)C(=O)Cc2cc(NS(=O)(=O)c3cn(C)cn3)ccc2O[C@@H]1CN(C)C(=O)Nc1ccc(F)cc1,x,0.8
CNC[C@@H]1Oc2ccc(NS(=O)(=O)c3ccccc3)cc2CC(=O)N([C@H](C)CO)C[C@H]1C,4.2,0.1

# Three successive compounds from above:
SMILES,EZH2 inh,IDH1 R132H inh
CCCNC(=O)C[C@H]1C[C@@H]2c3cc(NC(=O)CC4CC4)ccc3O[C@@H]2[C@H](CO)O1,-1.2,0.1
C[C@@H]1CN([C@@H](C)CO)C(=O)Cc2cc(NS(=O)(=O)c3cn(C)cn3)ccc2O[C@@H]1CN(C)C(=O)Nc1ccc(F)cc1,x,0.8
CNC[C@@H]1Oc2ccc(NS(=O)(=O)c3ccccc3)cc2CC(=O)N([C@H](C)CO)C[C@H]1C,4.2,0.1

# A different layout for part of the listing above:
# The line under a structure holds: EZH2 inh, IDH1 R132H inh
C[C@@H]1CN([C@H](C)CO)C(=O)c2cccc(NC(=O)c3ccc(-c4nccs4)cc3)c2O[C@@H]1CN(C)C
 : x, -1.1
CCCNC(=O)C[C@H]1C[C@@H]2c3cc(NC(=O)CC4CC4)ccc3O[C@@H]2[C@H](CO)O1
 : -1.2, 0.1

# (list continues)
SMILES,EZH2 inh,IDH1 R132H inh
C[C@H](NC(=O)C[C@@H]1CC[C@H](NC(=O)Cc2ccccn2)[C@H](CO)O1)c1ccccc1,3.6,0.0
O=C(C[C@@H]1C=C[C@@H](NC(=O)C2CC2)[C@@H](CO)O1)NCC1CC1,-0.8,0.1
O=C(C[C@H]1C=C[C@@H](NC(=O)NC2CCCCC2)[C@H](CO)O1)NCc1ccc(F)cc1,-8.4,0.1
NC(=O)CSc1nc(N)c(-c2ccccc2)c(=O)[nH]1,x,0.2
O=[N+]([O-])c1cccc(S(=O)(=O)NCCOc2cccc3cccnc23)c1,-5.4,-0.6
Cc1cc(C(=O)Nc2cccc3c2O[C@H](CN(C)C(=O)Nc2ccc(C(F)(F)F)cc2)[C@@H](C)CN([C@@H](C)CO)C3=O)n(C)n1,-0.8,x
O=C(O)COc1cccc(-c2ocnc2-c2nc(-c3ccccc3)c(-c3ccccc3)o2)c1,x,1.6
C[C@@H]1CCCCO[C@@H](CN(C)Cc2ccc(C(=O)O)cc2)[C@@H](C)CN([C@H](C)CO)C(=O)c2cc(NS(=O)(=O)c3ccc(Cl)cc3)ccc2O1,x,5.0
C[C@H]1CN([C@@H](C)CO)C(=O)Cc2cc(NC(=O)Nc3ccc(F)cc3)ccc2O[C@H]1CN(C)Cc1ccccc1,-6.0,-1.5
CO[C@@H]1CN(C)C(=O)c2cc(NC(=O)C3CC3)ccc2OC[C@H](C)N(C(=O)C2CCOCC2)C[C@@H]1C,2.6,0.6
C[C@H]1CN([C@@H](C)CO)C(=O)Cc2cc(NC(=O)CCCCCC(=O)Nc3ccccc3N)ccc2O[C@H]1CN(C)S(=O)(=O)c1ccc(F)cc1,-9.2,-0.1
C[C@H]1CN([C@@H](C)CO)C(=O)c2cccc(NC(=O)Nc3ccc(F)cc3)c2O[C@@H]1CN(C)Cc1ccncc1,-6.0,x
COc1ccccc1C#Cc1cnc2c(c1)C(=O)N([C@H](C)CO)C[C@@H](C)[C@H](CN(C)C(=O)CN(C)C)O2,x,-11.4
C[C@@H]1CN([C@@H](C)CO)C(=O)c2cc(NC(=O)Nc3ccc(C(F)(F)F)cc3)ccc2O[C@@H]1CN(C)Cc1ccccc1,-13.4,0.1
CO[C@@H](CN(C)C(=O)c1ccc2c(c1)OCO2)[C@H](C)CN([C@@H](C)CO)S(=O)(=O)c1ccc(C)cc1,2.7,-0.5
COc1cccc(C(=O)NCCN=C2NS(=O)(=O)c3ccccc32)c1,7.2,-0.5
CC(C)C#Cc1ccc2c(c1)O[C@@H](CN(C)C(=O)NC(C)C)[C@H](C)CN([C@H](C)CO)S2(=O)=O,x,-0.1
C[C@H](CO)N1C[C@H](C)[C@@H](CN(C)C(=O)c2ccccc2)Oc2ncc(C3=CCCC3)cc2C1=O,-2.1,-1.3
COc1cccc(C#Cc2cnc3c(c2)C(=O)N([C@H](C)CO)C[C@H](C)[C@@H](CN(C)C(C)=O)O3)c1,-11.8,-0.4
O=C(C[C@@H]1C=C[C@H](NC(=O)C2CC2)[C@@H](CO)O1)NCc1ccccc1Cl,1.2,0.4
C[C@@H]1CN([C@H](C)CO)C(=O)c2cccc(NC(=O)Nc3cccc4ccccc34)c2O[C@H]1CN(C)S(=O)(=O)c1ccccc1,-19.1,x
C[C@@H]1CCCCO[C@H](CN(C)C(=O)CCC(F)(F)F)[C@H](C)CN([C@H](C)CO)C(=O)c2cc(NC(=O)C3CCCCC3)ccc2O1,x,-2.2
C[C@@H]1CN([C@H](C)CO)C(=O)c2cc(-c3ccccc3)cnc2O[C@@H]1CN(C)C(=O)c1ccccc1F,-2.3,-2.2
O=C(Cc1ccncc1)NCC[C@@H]1CC[C@H](NC(=O)Nc2ccc(Cl)cc2)[C@H](CO)O1,-17.0,0.3
CCCC(=O)Nc1ccc2c(c1)OC[C@H](C)N(C(=O)c1ccncc1)C[C@@H](C)[C@H](OC)CN(C)C2=O,-0.1,-0.1
COc1ccc(-c2cnc3c(c2)C(=O)N([C@H](C)CO)C[C@@H](C)[C@@H](CN(C)C)O3)cc1,-11.4,-0.8
C[C@H](CO)N1C[C@H](C)[C@@H](CN(C)C(=O)NC2CCCC2)Oc2ncc(-c3cccnc3)cc2C1=O,7.0,0.3
O=c1oc2ccccc2c2c1ncn2CCN1CCCC1,9.1,-0.5
O=C(CCN1C(=O)c2ccccc2C1=O)Nc1ccc([N+](=O)[O-])cc1,2.1,0.0
COc1ccc(CN(C)C[C@@H]2OCCCC[C@H](C)Oc3ccc(NC(=O)Nc4ccc(F)cc4)cc3C(=O)N([C@@H](C)CO)C[C@H]2C)cc1,x,1.1
C[C@H](CO)N1C[C@H](C)[C@@H](CN(C)C(=O)Nc2ccc(F)cc2)Oc2c(NC(=O)c3ccc(-c4nccs4)cc3)cccc2C1=O,x,-4.3
C[C@@H]1CN([C@@H](C)CO)C(=O)Cc2cc(NC(=O)CCCCCC(=O)Nc3ccccc3N)ccc2O[C@H]1CN(C)Cc1ccc(C(F)(F)F)cc1,x,3.0
CO[C@@H]1CN(C)C(=O)c2cc(NC(=O)Nc3ccccc3F)ccc2OC[C@@H](C)N(C(=O)c2cnccn2)C[C@H]1C,1.8,0.0
C[C@@H]1CN([C@H](C)CO)C(=O)c2cc(NC(=O)Nc3ccc(C(F)(F)F)cc3)ccc2O[C@@H](C)CCCCO[C@@H]1CN(C)C(=O)Cc1ccccc1,x,1.2
CC(C)C#Cc1cnc2c(c1)C(=O)N([C@H](C)CO)C[C@H](C)[C@H](CN(C)C(=O)c1ccccn1)O2,14.2,0.0
CCCC#Cc1cnc2c(c1)C(=O)N([C@H](C)CO)C[C@@H](C)[C@H](CN(C)C(=O)Nc1cccc(F)c1)O2,-11.9,-1.6
CN(C)CC(=O)Nc1ccc2c(c1)[C@H]1C[C@H](CC(=O)NCc3cc(F)ccc3F)O[C@@H](CO)[C@H]1O2,-8.2,0.0
C[C@@H]1CN([C@H](C)CO)C(=O)c2cc(N(C)C)ccc2O[C@@H](C)CCCCO[C@@H]1CN(C)CC1CCCCC1,x,0.6
CCCN(C)C[C@@H]1OCCCC[C@@H](C)Oc2ccc(NC(=O)Nc3c(C)noc3C)cc2C(=O)N([C@H](C)CO)C[C@@H]1C,-20.8,x
COC(=O)c1cccc(NC(=O)COc2cccc([N+](=O)[O-])c2)c1,-5.3,-0.1

# Pulled one by one from above (3):
SMILES,EZH2 inh,IDH1 R132H inh
COC(=O)c1cccc(NC(=O)COc2cccc([N+](=O)[O-])c2)c1,-5.3,-0.1
CC(C)C#Cc1cnc2c(c1)C(=O)N([C@H](C)CO)C[C@H](C)[C@H](CN(C)C(=O)c1ccccn1)O2,14.2,0.0
C[C@H](CO)N1C[C@H](C)[C@@H](CN(C)C(=O)Nc2ccc(F)cc2)Oc2c(NC(=O)c3ccc(-c4nccs4)cc3)cccc2C1=O,x,-4.3

# (next part)
SMILES,EZH2 inh,IDH1 R132H inh
CC(C)CC#Cc1ccc2c(c1)O[C@@H](CN(C)S(C)(=O)=O)[C@@H](C)CN([C@H](C)CO)S2(=O)=O,x,-2.0
C[C@@H](NC(=O)C[C@@H]1CC[C@H](NC(=O)C2CCC2)[C@@H](CO)O1)c1ccccc1,1.0,0.0
Cc1noc(C)c1NC(=O)N(C)C[C@@H]1Oc2ccc(NC(=O)C3CC3)cc2C(=O)N([C@H](C)CO)C[C@@H]1C,-0.6,3.7
C[C@H]1CN([C@@H](C)CO)C(=O)c2cccc(NC(=O)NC3CCCCC3)c2O[C@@H]1CN(C)Cc1ccc(Cl)c(Cl)c1,x,3.5
C[C@H](CO)N1C[C@H](C)[C@H](CN(C)C(=O)C2CCC2)Oc2cc(C3=CCCCC3)ccc2S1(=O)=O,1.7,x
C[C@@H]1CN([C@H](C)CO)C(=O)c2cccc(NC(=O)C3CCCCC3)c2O[C@H]1CN(C)S(=O)(=O)c1cccs1,x,-0.9
C[C@@H]1CN([C@@H](C)CO)C(=O)Cc2cc(NS(=O)(=O)c3ccc(Cl)cc3)ccc2O[C@H]1CN(C)C(=O)Nc1ccc2c(c1)OCO2,x,-0.7
CO[C@@H]1CN(C)C(=O)c2cc(NC(=O)Nc3ccc4c(c3)OCO4)ccc2OC[C@@H](C)NC[C@@H]1C,3.9,-0.1
C[C@H]1CN([C@@H](C)CO)S(=O)(=O)c2ccc(Br)cc2O[C@H]1CN(C)Cc1ccncc1,3.0,2.2
CCCN(C)C[C@@H]1Oc2ncc(C#Cc3ccccc3OC)cc2C(=O)N([C@H](C)CO)C[C@@H]1C,-27.1,1.1
COc1ccccc1CNC(=O)C[C@H]1C[C@@H]2c3cc(NC(=O)c4ccc5c(c4)OCO5)ccc3O[C@@H]2[C@H](CO)O1,-0.8,-0.7
CC(=O)N(C)C[C@H]1Oc2cc(-c3ccc(C)cc3)ccc2S(=O)(=O)N([C@@H](C)CO)C[C@@H]1C,x,5.5
CNC[C@H]1Oc2ccc(NC(=O)Nc3ccc(OC)cc3)cc2C(=O)N([C@@H](C)CO)C[C@H]1C,x,1.6
O=C(Oc1ccccc1)c1cccc(COC(=O)c2cnccn2)c1,x,0.3
COc1ccc(NC(=O)N(C)C[C@@H]2Oc3ccc(NC(=O)C4CCCCC4)cc3C(=O)N([C@H](C)CO)C[C@@H]2C)cc1,x,0.3
C[C@H](CO)N1C[C@H](C)[C@H](CN(C)Cc2ccc(C(F)(F)F)cc2)Oc2c(NC(=O)C3CC3)cccc2C1=O,x,-4.0
CCCN(C)C[C@H]1OCCCC[C@H](C)Oc2ccc(NC(=O)CCC(F)(F)F)cc2C(=O)N([C@@H](C)CO)C[C@H]1C,4.2,-0.3
C/C=C/c1ccc2c(c1)O[C@H](CN(C)S(=O)(=O)c1ccc(C)cc1)[C@H](C)CN([C@H](C)CO)S2(=O)=O,9.0,-3.6
O=C(COc1ccccc1[N+](=O)[O-])Nc1ccccc1N1CCOCC1,x,0.1
C[C@H]1CN([C@@H](C)CO)C(=O)Cc2cc(NC(=O)c3ccncc3)ccc2O[C@@H]1CN(C)C(=O)Nc1ccc2c(c1)OCO2,x,0.0
O=C(Cn1c(NCCCO)nc2ccccc21)c1ccc(Cl)c(Cl)c1,-8.7,2.8
Cc1cc(C)nc(NS(=O)(=O)c2ccc(N)cc2)n1,8.2,0.0&0.7
